Compound activity deposited in PubChem BioAssay by National Center for Advancing Translational Sciences (NCATS).
DT40 TDP1 CPT – growth inhibition of DT40 Tdp1-/-;hTDP1 cells with camptothecin (screen for TDP1 inhibitors) | chicken DT40 Tdp1-/-;hTDP1 cells + 20 nM CPT, ATP luminescence, 48 h | Potency, µM (series often up to 46.2 µM), inactives show at the top dose activity change, negative = growth inhibition, actives largely listed as inhibitors | 420,000 tested, 12% active; further: nearly all actives have a fitted effect of over 55% in size
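Cell growth measured by CellTiter-Glo luminescence after a minimum 48 h, 37 C compound exposure with 20 nM CPT in Tdp1-knockout DT40 cells stably expressing hTDP1, seeded 400/well; qHTS titration format.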
KAT2A inh – blocks human GCN5L2 histone acetyltransferase; GCN5L2 HAT assay, ThioGlo1 CoA-SH fluorescence; Potency, µM (top dose mostly 58.9 µM), for inactives: at the top dose activity change, negative = inhibition, actives largely listed as inhibitors; 390,000 tested, 0.21% active; AID 504327
Target sequence (Q92830 whole entry, looked up): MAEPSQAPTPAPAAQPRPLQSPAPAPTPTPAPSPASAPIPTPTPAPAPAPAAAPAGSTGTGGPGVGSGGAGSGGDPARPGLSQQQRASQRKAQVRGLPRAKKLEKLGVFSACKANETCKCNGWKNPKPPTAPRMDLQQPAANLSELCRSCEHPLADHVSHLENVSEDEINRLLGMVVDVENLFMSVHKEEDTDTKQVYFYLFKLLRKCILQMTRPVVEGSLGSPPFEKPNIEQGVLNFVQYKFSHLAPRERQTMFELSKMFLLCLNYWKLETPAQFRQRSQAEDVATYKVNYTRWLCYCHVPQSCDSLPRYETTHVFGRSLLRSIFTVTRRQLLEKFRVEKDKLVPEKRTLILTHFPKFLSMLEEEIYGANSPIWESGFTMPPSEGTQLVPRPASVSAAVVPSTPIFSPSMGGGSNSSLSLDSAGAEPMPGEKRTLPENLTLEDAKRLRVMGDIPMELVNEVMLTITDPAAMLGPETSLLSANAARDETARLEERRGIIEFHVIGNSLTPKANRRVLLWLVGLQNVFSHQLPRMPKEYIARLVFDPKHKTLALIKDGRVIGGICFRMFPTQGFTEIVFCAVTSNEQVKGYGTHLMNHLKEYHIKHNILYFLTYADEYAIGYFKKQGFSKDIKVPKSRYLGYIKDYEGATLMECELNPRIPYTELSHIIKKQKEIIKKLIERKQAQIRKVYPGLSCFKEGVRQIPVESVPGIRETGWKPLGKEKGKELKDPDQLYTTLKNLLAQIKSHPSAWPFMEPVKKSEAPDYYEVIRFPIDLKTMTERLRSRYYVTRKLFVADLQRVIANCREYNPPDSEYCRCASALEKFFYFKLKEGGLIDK
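ThioGlo1-coupled HAT assay: 20nM GCN5L2, 70uM acetyl-CoA, 75uM H3(1-25) peptide, pH 7.5. Fluorescence read at 340/540nm at start and after 20 min at room temperature.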
TDP1 cell noCPT – qHTS for Inhibitors of human tyrosyl-DNA phosphodiesterase 1 (TDP1): qHTS in cells in absence of CPT; 420,000 tested, 15% active; DT40 Tdp1-/- hTDP1 cells, no CPT, ATP luminescence, 48 h; Potency, µM (highest dose often 46.2 µM), inactives show top-dose activity change, negative = growth inhibition, usual class: inhibitors; further: nearly all actives have a fitted effect of over 55% in size
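Chicken DT40 Tdp1-/- cells complemented with human TDP1, screened without camptothecin (DMSO vehicle only), 400 cells/well. Compounds pin-transferred, cells incubated at 37 °C for at least 48 hr. Growth read as ATP-dependent luminescence (CellTiter-Glo, 30 min at RT).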
Starred values were filed as active, the others as inactive; ? = inconclusive; . = no result given; & = joins results of further samples. The call rests on the fitted dose curve; in most records, active means well fitted curve in the direction sought with a large enough effect; inconclusive means small, poorly fitted or top-dose-only effect, or another doubt; inactive means no such curve, though single readings can be large; an effect the other way counts as inactive or inconclusive. On the % scale 0 is the no-effect control and ±100 the full control effect; potency means the concentration at half of the fitted maximal effect.

SMILES	DT40 TDP1 CPT	KAT2A inh	TDP1 cell noCPT
Cn1c(SCc2ccc(F)cc2)nc2ccc(C(=O)NCc3ccc(Cl)cc3)cc21	?	-16%	?
COc1cc(NC(=O)c2cn(C3CCCC3)c(=O)c3c2c2ccccc2n3C)cc(OC)c1OC	?	-7%	18µM*
O=C(NCCc1ccc(F)cc1)C1CCN(C(=O)Nc2ccccc2)CC1	-2%	-2%	6%
CCN(CC)c1ncnc2c1cnn2Cc1ccc(Cl)cc1	21µM*	-2%	?
O=C(O)C1(c2ccccc2)CCC(Nc2ccccc2)C1 (configuration not stated)	-15%	-3%	-6%
Nc1cccc(S(=O)(=O)Nc2ccccc2)c1	0%	?	-7%
CCNC(=O)N1CCNC(=O)C1CC(=O)OC (configuration not stated)	-1%	-9%	-13%
O=c1[nH]cnc2c1[nH]c(=S)n2C1O[C@@H](CO)[C@H](O)[C@@H]1O (some centres not stated)	-7%	.	-5%
NC(=O)c1ccc(NC(=O)C2CC(=O)N(c3ccc4c(c3)OCCO4)C2)cc1 (configuration not stated)	-1%	-3%	-9%
O=c1cc(-c2ccc(O)cc2O)oc2ccccc12	-5%	.	-16%
CCn1c2ccccc2c2cnc(N=CN(C)C)c(C#N)c21	?	-13%	15µM*
COc1ccc(NC(=O)N2CCOCC2)cc1OC	6%	-2%	3%
CCOc1cc(C(=O)NC(C)CCc2ccccc2)cc(OCC)c1OCC (configuration not stated)	?	-1%	13%
C=Cc1ccc2c(c1)OCCOCCOCCOCCOCCO2	-6%	-4%	-27%
CCCCn1c(CN2CCN(c3cccc(Cl)c3)CC2)nc2c1c(=O)n(C)c(=O)n2C	7.3µM*	1%	6.5µM*
O=C(NCCS(=O)(=O)N1CCN(c2ccccc2)CC1)C1CC(=O)N(c2ccc(F)cc2)C1 (configuration not stated)	-17%&-14%	-6%&-4%	-3%&-2%
O=C(Nc1ccc(F)cc1)c1ccc2snnc2c1	-30%	-4%	-17%
O=c1cc(N2CCOCC2)[nH]c(=O)n1-c1ccc(Cl)cc1	-5%	-3%	-9%
CC(=O)Nc1ccc(NC(=O)CS(=O)(=O)c2cn(CC(=O)N3CCCCC3)c3ccccc23)cc1	-10%	.	-5%
COc1ccc(C(C)(C)C)cc1NC(=O)c1[nH]c(C)c(C(C)=O)c1C	-1%	-13%	16µM*
O=C(CCc1ccc(O)c(O)c1)N/N=C/c1ccc2c(c1)OCO2	?	-18%	?
CCN(CC)c1ccc(/C=N/n2c(C)nc3ccccc3c2=O)cc1	?	-13%	?
COc1ccc(CNC(=O)C2CCCN(S(=O)(=O)c3ccc(-n4cnnn4)cc3)C2)cc1 (configuration not stated)	-2%	0%	-22%
C#CCn1c(=NC(=O)c2ccc(Br)s2)sc2cc(NC(C)=O)ccc21	10%	-3%	1%
COC(=O)c1ccc(NC(=O)Cc2coc3cc(C)ccc23)cc1	?	-7%	?
Next entries:
SMILES	DT40 TDP1 CPT	KAT2A inh	TDP1 cell noCPT
CN1C(=O)[C@H]2[C@@H](/C=C/c3ccccc3)N3C(=O)CN(Cc4ccccn4)C(=O)[C@@]3(C)[C@H]2C1=O	1%	0%	-4%
COc1cccc(C(=O)Nc2cc(C(=O)NCc3ccc(C)cc3)ccc2N2CCC3(CC2)CC(c2ccccc2)=NO3)c1	-22%	1%	-5%
Cc1nc(N)c(C#N)c(-c2ccc3c(c2)OCO3)c1C	-22%	-21%	10%
COc1cccc(OC)c1C(=O)Nc1cc(Cl)ccc1N1CCOCC1	-12%	-4%	-16%
Cc1c(CNC(=O)c2nn3c(c2Cl)NC(c2ccccc2)CC3C(F)(F)F)cnn1C (configuration not stated)	?	0%	?
Cc1ccc(C)c(Cn2c(C(=O)OC(C)C)cc3c2ccn3C)c1	-18%	-16%	?
CCCS(=O)(=O)NC(=O)C1(C)CCN(C(=O)c2cc(C)nn2C(C)(C)C)C1 (configuration not stated)	-11%	.	-3%
COC(=O)c1ccccc1C(=O)N1CCC(CCC(=O)NC2CC2)CC1	-2%	-15%	13%
O=C1S/C(=C\c2ccc(N3CCOCC3)o2)C(=O)N1Cc1ccc(F)cc1	?	?	?
c1ccc(CN2CCOCCOCCOCC2)cc1	1%	-8%	-4%
COc1ccc(Cl)cc1S(=O)(=O)Nc1noc2ccccc12	18%	-15%	0%
CCCOC(=O)c1ccc(NC(=O)c2cc(Cl)ccc2OC)cc1	-2%	-3%	-30%
COc1ccccc1CN1CC(C(=O)NCCn2nc(C)cc2C)CCC1=O (configuration not stated)	5%	-27%	8%
Cc1cc(Nc2ccccc2)n(-c2ccccc2)n1	-18%	-24%	?
CCN(CC)C(=O)Cn1c(=O)n(Cc2ccccc2Cl)c2c1c(=O)n(C)c(=O)n2C	-14%	.	-19%
N#CC(=C(O)CN1CCN(c2ccccc2F)CC1)c1nc(-c2ccccc2)cs1	3%	.	?
Cc1ccc2c(=O)c(C(=O)c3ccccc3)cn(CC(=O)Nc3ccc(C)c(Cl)c3)c2n1	-15%	3%	-20%
COc1ccccc1C(=O)N1CCCN(C(=O)c2ccccc2OC)CC1	-8%	-12%	1%
COc1ccc(-c2ccc(OC)c([C@H]3[C@H]4C=CC[C@@H](C)[C@@H]4C(=O)N3Cc3ccccc3)c2)cc1	15µM*	2%	15µM*
CCOc1ccc(NC(=O)CSc2nnc(-c3ccccc3)n2N)cc1	1%	-29%	-28%
COc1ccc(/C=N/N=C/c2ccc(OC)c(O)c2)cc1O	-5%	-14%	-11%
CC(=O)N1c2ccc(S(=O)(=O)N3CCCCC3)cc2CC1C(=O)NCc1cccc(Cl)c1 (configuration not stated)	10%	-4%	?
COc1ccc(NC(=O)CN(C)S(=O)(=O)c2ccc3[nH]c(=O)oc3c2)cc1	-10%	-3%	-19%
Cc1ccc(-c2nc3ccccc3n2C)o1	?	-3%	?
NS(=O)(=O)c1cc(C(=O)OCC(=O)NC2CCCCCCC2)ccc1Cl	3%	-1%	-23%

One compound at a time (already shown):
`COC(=O)c1ccccc1C(=O)N1CCC(CCC(=O)NC2CC2)CC1` is entered as DT40 TDP1 CPT: -2%; KAT2A inh: -15%; TDP1 cell noCPT: 13%
`COc1cccc(OC)c1C(=O)Nc1cc(Cl)ccc1N1CCOCC1` is entered as DT40 TDP1 CPT: -12%; KAT2A inh: -4%; TDP1 cell noCPT: -16%

Reformatted with two lines to a compound: entries from further up.
Values run as follows: DT40 TDP1 CPT, KAT2A inh, TDP1 cell noCPT
- Cn1c(SCc2ccc(F)cc2)nc2ccc(C(=O)NCc3ccc(Cl)cc3)cc21
 : ?, -16%, ?
- COc1cc(NC(=O)c2cn(C3CCCC3)c(=O)c3c2c2ccccc2n3C)cc(OC)c1OC
 : ?, -7%, 18µM*
- O=C(NCCc1ccc(F)cc1)C1CCN(C(=O)Nc2ccccc2)CC1
 : -2%, -2%, 6%
- CCN(CC)c1ncnc2c1cnn2Cc1ccc(Cl)cc1
 : 21µM*, -2%, ?
- O=C(O)C1(c2ccccc2)CCC(Nc2ccccc2)C1 (configuration not stated)
 : -15%, -3%, -6%
- Nc1cccc(S(=O)(=O)Nc2ccccc2)c1
 : 0%, ?, -7%
- CCNC(=O)N1CCNC(=O)C1CC(=O)OC (configuration not stated)
 : -1%, -9%, -13%
- O=c1[nH]cnc2c1[nH]c(=S)n2C1O[C@@H](CO)[C@H](O)[C@@H]1O (some centres not stated)
 : -7%, ., -5%
- NC(=O)c1ccc(NC(=O)C2CC(=O)N(c3ccc4c(c3)OCCO4)C2)cc1 (configuration not stated)
 : -1%, -3%, -9%
- O=c1cc(-c2ccc(O)cc2O)oc2ccccc12
 : -5%, ., -16%
- CCn1c2ccccc2c2cnc(N=CN(C)C)c(C#N)c21
 : ?, -13%, 15µM*
- COc1ccc(NC(=O)N2CCOCC2)cc1OC
 : 6%, -2%, 3%
- CCOc1cc(C(=O)NC(C)CCc2ccccc2)cc(OCC)c1OCC (configuration not stated)
 : ?, -1%, 13%
- C=Cc1ccc2c(c1)OCCOCCOCCOCCOCCO2
 : -6%, -4%, -27%
- CCCCn1c(CN2CCN(c3cccc(Cl)c3)CC2)nc2c1c(=O)n(C)c(=O)n2C
 : 7.3µM*, 1%, 6.5µM*
- O=C(NCCS(=O)(=O)N1CCN(c2ccccc2)CC1)C1CC(=O)N(c2ccc(F)cc2)C1 (configuration not stated)
 : -17%&-14%, -6%&-4%, -3%&-2%
- O=C(Nc1ccc(F)cc1)c1ccc2snnc2c1
 : -30%, -4%, -17%
- O=c1cc(N2CCOCC2)[nH]c(=O)n1-c1ccc(Cl)cc1
 : -5%, -3%, -9%
- CC(=O)Nc1ccc(NC(=O)CS(=O)(=O)c2cn(CC(=O)N3CCCCC3)c3ccccc23)cc1
 : -10%, ., -5%
- COc1ccc(C(C)(C)C)cc1NC(=O)c1[nH]c(C)c(C(C)=O)c1C
 : -1%, -13%, 16µM*
- O=C(CCc1ccc(O)c(O)c1)N/N=C/c1ccc2c(c1)OCO2
 : ?, -18%, ?

Following part
SMILES	DT40 TDP1 CPT	KAT2A inh	TDP1 cell noCPT
NC(=O)c1nsnc1-c1ccccc1O	-5%	-28%	-14%
C=CC(C)(C)c1c(O)c(CC=C(C)C)c(O)c2c(=O)c3ccc(O)c(O)c3oc12	16µM*	.	18µM*
CNc1cccc(-c2c(OC)cccc2OC)n1	?	.	?
CC1=C(C(=O)N(C(C)C)C(C)C)CC(CC(=O)NC2CCCCC2)C(=O)N1Cc1ccccc1 (configuration not stated)	-21%	.	-25%
COc1ccc(CN2C[C@@H](CO)O[C@@H](n3cnc4c(N5CCOCC5)ncnc43)C2)cc1	-28%	.	10%
O=C(CS(=O)(=O)Cc1ccccc1)Nc1nc2c(s1)CCCC2	-4%	-6%	-17%
COc1ccc(C2/C(=C(/O)c3ccc4c(c3)CC(C)O4)C(=O)C(=O)N2CCCN2CCOCC2)cc1 (configuration not stated)	0%	-4%	15%
COc1ccc(C(=O)N2CCCN(C)CC2)cc1S(=O)(=O)N(C)Cc1ccccc1	-1%	2%	16%
Cc1ccccc1CNC(=O)c1ccc(CN2CC(=O)N3CCCCC3C2=O)cc1 (configuration not stated)	-9%	-3%	-7%
N#Cc1ccc(OCC(=O)Nc2cccc(S(=O)(=O)NC3=NCCCCC3)c2)cc1	?	?	?
Cc1ccccc1Cn1c(C)c(C(=O)NCc2ccc(Cl)c(Cl)c2)sc1=O	?	.	?
Cc1nnsc1C(=O)NNC(=O)Nc1ccccc1	-17%	-6%	-20%
Cc1cc(C)c(C)c(S(=O)(=O)N[C@@H](C)C(=O)OCc2cc(=O)n3cc(Br)ccc3n2)c1C	-28%	-4%	-28%
Cc1c(NC(=O)c2cc3ccccc3o2)cccc1-n1cnnn1	?	.	?
CCN(CC)c1ccc(/C=C/C2=C3C=CC=CC3NC=C2)cc1 (configuration not stated)	?	.	14µM*
O=C(C[C@H]1C[C@H](C(=O)N2CCOCC2)[C@@]2(CCC3CCCC3)c3[nH]c4ccc(Cl)cc4c3CCN2C1=O)NCCc1ccccn1	16µM*	-2%	16µM*
COc1cccc(CNC(=O)CSCc2cnn(-c3ccccc3)c2-n2cccc2)c1OC	26µM*	-5%	?
Cc1cccc(NC(=O)c2ccccc2-c2ccccc2)c1	11%	-2%	-14%
Cn1c(CNC(=O)CSc2n[nH]c(-c3ccccc3)n2)nc2ccccc21	8%	-7%	-1%
CC(=O)N1c2ccccc2C(=O)C1N1CCN(c2cccc(Cl)c2)CC1 (configuration not stated)	-1%	15%	-27%
COc1ccc(C(=O)CCC(=O)Nc2ccc(N3CCN(C)CC3)cc2)cc1OC	3%	3%	-3%
COCCCN1C(=O)c2[nH]nc(-c3ccccc3O)c2C1c1ccc(OC)cc1 (configuration not stated)	16µM*	-7%	29µM*
O=C(NCCCN1CCOCC1)C1CCN(S(=O)(=O)c2cccc(C(F)(F)F)c2)CC1	-30%	-8%	-25%
Cc1oc(-c2ccccc2Cl)nc1CS(=O)(=O)CC(=O)NC1CCCC1	15%	-4%	?
Cc1nn(Cc2cccc(C(=O)NC3CCCCC3)c2)c(C)c1Cl	?	-21%	?
COc1ccccc1/C=N/OCc1cc(C(C)=O)ccc1OC	2%	-29%	-8%
